Screens deposited in PubChem by PCMD.
FXIIa mix inh: inhibitors of human coagulation factor XIIa, pooled mixtures. actives 0.2% (n = 62,000). purified FXIIa, fluorogenic substrate. inhibition, % at 5 µM;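 note: 0% = enzyme without compound and 100% = no enzyme blank; some results filed as inactive read as strong as hits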
CatL block: blocks human cathepsin L protease activity. inhibition, %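 (tested at 10 µM)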. purified cathepsin L, fluorogenic substrate, fluorescence. actives 0.17% (n = 58,000). P07711; in the data active = inhibition above about 45%;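 note: 0% = enzyme with no compound and 100% = no enzyme blank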
CatS inh: blocks human cathepsin S protease activity; P25774; recombinant cathepsin S, AMC dipeptide fluorescence, pooled mixtures; actives 0.06% (n = 62,000); inhibition, %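 (tested at 5 µM per compound within 10-compound mixtures)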; AID 501; in the data active = inhibition above about 32%, passing the limit was not always enough;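 note: 0% = enzyme without compound and 100% = blank without enzyme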
FXIa inh mix: blocks human factor XIa in pooled compound mixtures; inhibition, % at 5 µM; actives 0.19% (n = 62,000); P03951; AID 680; purified FXIa, fluorogenic substrate;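 note: each value is inhibition by a whole ten-compound pool holding the compound; 0% = enzyme with no mixture and 100% = wells lacking enzyme; strong numbers were not always called active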
CatB mix inh: inhibitors of human cathepsin B in compound mixtures | P07858 | AID 488 | inhibition, %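 (ten-compound pools at 5 µM per compound and 50 µM total)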 | actives 0.06% (n = 62,000) | Purified cathepsin B, AMC dipeptide fluorescence; in the data active = inhibition above about 22%, passing the limit was not always enough;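 note: 0% = enzyme without compound and 100% = no enzyme blank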
C1s inh: blocks human complement C1s protease activity. P09871. purified C1s, fluorogenic AMC substrate, pooled mixtures. mean inhibition % of two 10-compound mixtures (active compounds read high), % at 5 µM (by protocol). actives 0.16% (n = 62,000);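 active = inhibition above 20% in each of the two 10-compound mixture wells holding the compound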;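 note: 0% = enzyme wells lacking compound mixture and 100% = no-enzyme blank wells; some compounds called inactive have numbers as strong as hits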
Target sequence (P09871 16-437 limits assumed): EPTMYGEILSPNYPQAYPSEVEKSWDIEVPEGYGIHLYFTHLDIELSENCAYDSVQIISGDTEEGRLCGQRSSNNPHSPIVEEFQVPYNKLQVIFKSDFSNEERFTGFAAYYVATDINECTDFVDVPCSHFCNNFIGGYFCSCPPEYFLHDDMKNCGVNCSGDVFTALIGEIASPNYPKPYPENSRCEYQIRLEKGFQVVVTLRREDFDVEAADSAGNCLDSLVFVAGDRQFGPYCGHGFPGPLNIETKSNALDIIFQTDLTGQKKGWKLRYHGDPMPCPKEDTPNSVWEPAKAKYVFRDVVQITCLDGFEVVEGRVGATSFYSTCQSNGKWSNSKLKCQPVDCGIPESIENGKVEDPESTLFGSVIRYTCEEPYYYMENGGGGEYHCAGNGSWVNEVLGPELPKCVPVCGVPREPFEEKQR
Target sequence (P09871 438-688 limits assumed): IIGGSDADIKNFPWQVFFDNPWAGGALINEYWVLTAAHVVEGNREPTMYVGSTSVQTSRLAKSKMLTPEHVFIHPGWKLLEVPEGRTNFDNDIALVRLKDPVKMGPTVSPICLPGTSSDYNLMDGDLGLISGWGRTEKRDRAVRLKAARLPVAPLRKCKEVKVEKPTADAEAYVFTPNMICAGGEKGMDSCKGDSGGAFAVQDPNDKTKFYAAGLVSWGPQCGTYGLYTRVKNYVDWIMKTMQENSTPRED
CatB block: human cathepsin B inhibition; actives 0.1% (n = 63,000); inhibition, %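 (tested at 10 µM)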; purified cathepsin B, fluorogenic substrate, fluorescence; in the data active = inhibition above about 21%;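 note: 0% = enzyme with no compound and 100% = no enzyme blank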
AP ELISA ortho: alternative pathway complement inhibition, orthogonal assay; Human serum alternative complement pathway, LPS-coated ELISA, C3 deposition; tested in compound mixtures; inhibition, % at 5 µM; actives 0.08% (n = 62,000);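 active = inhibition above 30% in each of the two pooled mixtures holding the compound, so the lower value exceeds 30%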;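 note: 0% = serum in Mg-EGTA without compound and 100% = EDTA serum blank; some compounds past the cut are filed as inactive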
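Assay system: Human serum alternative complement pathway, C3 deposition on LPS-coated wells | Incubation: 1 h serum-compound exposure at 37 °C | Doses: 5 µM per compound in ten-compound mixtures | Read-out: Percent inhibition | Technique: ELISA with HRP anti-human C3 antibody, TMB substrate, absorbance 450 nm | Replication: Two pool placements per compound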
Cathepsin G inh: blocks human cathepsin G enzyme activity; P08311; purified enzyme, AMC-tetrapeptide fluorescence, pooled mixtures; inhibition, % at 5 µM (by protocol); actives 0.2% (n = 62,000);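 active = inhibition above 20% in each of the two mixture wells holding the compound; inactive = inhibition of 20% or less in either well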;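 note: 0% = enzyme control without mixture and 100% = blank lacking enzyme; strong numbers were not always called active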
Target sequence (P08311 21-244 limits assumed): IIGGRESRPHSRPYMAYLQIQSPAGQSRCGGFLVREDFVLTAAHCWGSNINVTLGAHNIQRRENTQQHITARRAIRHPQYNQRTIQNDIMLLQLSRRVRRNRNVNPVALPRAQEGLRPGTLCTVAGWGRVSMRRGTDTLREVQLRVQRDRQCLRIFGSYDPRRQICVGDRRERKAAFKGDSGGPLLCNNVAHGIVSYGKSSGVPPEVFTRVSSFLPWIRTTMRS
The depositor's hits bear a star; . = not tested or not shown. Cut-off read from the data, not from the text of the source, unless noted: active = inhibition above about 20% (passing the limit was not always enough); inactive = the rest. This is a subset; the hit share may differ from the screen's.

FXIIa mix inh	CatL block	CatS inh	FXIa inh mix	CatB mix inh	C1s inh	CatB block	AP ELISA ortho	Cathepsin G inh	Compound
7	6	-6	-1	0	1	-7	3	-2	COc1cc(C(=O)OCC(=O)Nc2ccc3c(c2)OC(F)(F)O3)ccc1OCc1c(C)noc1C
0	27	4	-9	-4	-7	7	8	5	COCCn1c(SCc2cccnc2)nnc1-c1ccco1
10	-12	-6	3	1	-6	4	10	6	CCN1C(=O)/C(=C\N2CCN(C)CC2)SC1=S
-18	27	-5	5	-2	12	6	13	9	CCc1c(C)nc2[nH]nc(-c3ccccc3C)n2c1=O
1	5	1	2	4	2	5	-1	-2	CCN(CC)C(=O)C1CCN(CC2CC=CCC2)CC1 (centres undefined)
0	-9	-4	11	2	-28	-3	14	-1	CCOC(=O)N1CCN(C(=O)c2cc(C)no2)CC1
3	14	0	11	0	13	2	22	10	COC(=O)c1ccc(C2c3c(oc4ccccc4c3=O)C(=O)N2CCCN2CCOCC2)cc1 (centres undefined)
-16	.	6	-2	-2	1	2	5	8	Cc1nc(N2CCN(c3ccccc3)CC2)nc2c1C(=O)CC(c1ccccc1)C2 (centres undefined)
6	0	-1	9	1	10	3	11	8	COc1ccccc1NC(=O)CSc1nnc(CNC(=O)c2ccco2)o1
10	-9	-3	5	3	-25	2	7	-14	Cc1cc(C#N)c2ccccc2n1
4	-1	6	4	4	0	-1	21	-2	O=C1C(=O)N(Cc2ccco2)C(c2cccc(Cl)c2)/C1=C(\O)c1ccc2c(c1)OCCO2 (centres undefined)
1	25	13	3	1	1	5	11	8	CCn1c(=O)cc(SCC(=O)N2CCN(Cc3ccc4c(c3)OCO4)CC2)c2ccccc21
2	-25	-9	4	-2	-61	0	-14	0	Cn1c(/C(C#N)=C/Nc2ccccn2)nc2ccccc21
8	-4	0	16	3	7	2	13	9	CN(c1cccc(NC(=O)CCSc2ccccc2)c1)S(C)(=O)=O
5	8	-2	4	0	-1	1	7	-3	CC(CN1CCN(C)CC1)OC(=O)c1ccc(Cl)cc1 (centres undefined)
-1	-101	-6	-22	-8	-64	-12	-3	-6	COc1cc(OC)c2c(C)c(Cl)c(=O)oc2c1
8	-6	1	4	1	14	1	20	10	Cc1nc2sc(C(c3ccc(Cl)cc3)N3CCN(CCO)CC3)c(O)n2n1 (centres undefined)
-4	7	12	1	-10	0	-8	6	12	CC(C)(C)NC(=O)CN(Cc1cccs1)C(=O)c1csnn1
-1	-18	10	6	-4	5	-4	23	2	COCc1cc(C)nc(SCC(=O)Nc2ccc3c(c2)OCO3)c1C#N
-17	8	-1	-4	-2	5	0	-4	2	COc1cc2c(cc1NC(=O)CN(C)Cc1nc3ccccc3c(=O)[nH]1)oc1ccccc12
25	-3	0	4	-3	-3	0	6	0	CS(=O)(=O)N(CC(=O)N1CCN(Cc2ccccc2)CC1)Cc1ccccc1
1	.	-6	-1	2	4	1	30	5	Cn1c(=NC(=O)C2CC2)sc2cccc(F)c21
4	8	7	4	7	-67	8	5	-1	COc1ccc(OCCSc2ncnc3nc[nH]c23)cc1
4	-6	-9	-9	-4	-60	3	-4	-7	C#CC(C)(C)NC(=O)c1ccccc1OC

Full records from above.
Shown for `CS(=O)(=O)N(CC(=O)N1CCN(Cc2ccccc2)CC1)Cc1ccccc1` : FXIIa mix inh = 25; CatL block = -3; CatS inh = 0; FXIa inh mix = 4; CatB mix inh = -3; C1s inh = -3; CatB block = 0; AP ELISA ortho = 6; Cathepsin G inh = 0
Shown for `CC(C)(C)NC(=O)CN(Cc1cccs1)C(=O)c1csnn1` : FXIIa mix inh = -4; CatL block = 7; CatS inh = 12; FXIa inh mix = 1; CatB mix inh = -10; C1s inh = 0; CatB block = -8; AP ELISA ortho = 6; Cathepsin G inh = 12

Further structures:
FXIIa mix inh	CatL block	CatS inh	FXIa inh mix	CatB mix inh	C1s inh	CatB block	AP ELISA ortho	Cathepsin G inh	Compound
-3	-2	-1	5	-5	-2	-4	14	-14	C(#Cc1ccccc1)Cn1nnc2ccccc21
13	-1	-1	8	4	18	0	16	10	Cc1ccc(C)c(N2CCN(C(=O)CN3C(=O)c4ccccc4C3=O)CC2)c1
3	10	-6	9	1	9	5	20	-7	COc1ccc(CNC(=O)C2CC(=O)N(c3ccc(OCC(=O)N4CCCCC4)cc3)C2)cc1 (centres undefined)
8	-1	0	4	-4	-3	-2	0	-5	COc1cccc(NC(=O)C2CC(=O)N=C(N)S2)c1 (centres undefined)
9	-9	-4	5	-7	0	-6	15	1	CC(=O)c1cnc2nc(C)nn2c1C
6	-3	-1	-7	-4	-90	4	15	-10	CN(C)CCCN1C(=O)C(=O)/C(=C(/O)c2ccc3c(c2)OCO3)C1c1ccccn1 (centres undefined)
1	12	1	6	1	-9	-6	23	-3	Cc1nn(Cc2nc(-c3cccs3)no2)c(C)c1Br
-7	24	0	8	-1	13	0	5	9	O=C(NCc1cccs1)C1CCC(CNS(=O)(=O)c2ccc(Br)s2)CC1 (centres undefined)
-13	0	10	21	2	12	-3	16	14	CCC(=O)N1CCc2cc(S(=O)(=O)NCCCOC)ccc21
6	9	-10	4	1	0	0	17	5	CC(O)Cn1cnc2c1c(=O)n(C)c(=O)n2C (centres undefined)
5	0	0	6	5	5	5	6	12	CCOc1ccc(N2C(=O)CSC23CCCCC3)cc1
5	31	-10	-3	-2	-38	6	8	4	CNS(=O)(=O)c1cccc(C(=O)NCC(c2cccs2)N(C)C)c1 (centres undefined)
6	35	4	-2	-2	-11	4	-3	1	O=S(=O)(Nc1nc2ccccc2nc1Nc1ccc2c(c1)OCCO2)c1cccs1
17	-223	4	0	-2	-38	-9	9	4	COc1ccccc1N=c1oc2cc(O)ccc2cc1C(=O)NCC1CCCO1 (centres undefined)
2	-5	43	1	6	12	0	12	11	COc1ccc(S(=O)(=O)Nc2ccc(CC#N)cc2)cc1
-17	-1	-3	1	2	11	2	33	7	CCC(=O)Nc1nnc(Cc2ccccc2)s1
-18	-7	0	4	-1	-17	0	6	-1	CCC(C)c1ccccc1NC(=O)c1cccnc1 (centres undefined)
3	-4	-2	1	1	4	6	6	-6	Cc1ccc(S(=O)(=O)N2CCN(C(=O)C3CCCCC3)CC2)cc1
2	15	11	1	1	3	3	3	8	OCCNc1ncnc2c1ncn2Cc1ccccc1
7	15	0	3	4	32	0	9	8	CC(C)COc1ccc(C(=O)NCc2ccco2)cc1
9	17	11	0	0	6	3	-6	8	COc1ccc(OCCCC(=O)N2CCCc3ccccc32)cc1
4	-2	-5	7	1	14	6	1	7	CCOC(=O)CN1C(=O)SC(CC(=O)Nc2nccs2)C1=O (centres undefined)
10	-2	-5	6	-7	-9	-4	20	-1	O=C(CN1C(=O)C2CC=CCC2C1=O)OCCN1C(=O)c2ccccc2C1=O (centres undefined)
10	-14	-2	-1	2	-6	43*	18	3	CCOC(=O)c1sc(=NC(=O)c2ccc(S(=O)(=O)N3CC(C)OC(C)C3)cc2)n(C)c1C (centres undefined)

Some of these compounds in order of their number in CatS inh, rising.
FXIIa mix inh	CatL block	CatS inh	FXIa inh mix	CatB mix inh	C1s inh	CatB block	AP ELISA ortho	Cathepsin G inh	Compound
4	-2	-5	7	1	14	6	1	7	CCOC(=O)CN1C(=O)SC(CC(=O)Nc2nccs2)C1=O (centres undefined)
-17	-1	-3	1	2	11	2	33	7	CCC(=O)Nc1nnc(Cc2ccccc2)s1
-18	-7	0	4	-1	-17	0	6	-1	CCC(C)c1ccccc1NC(=O)c1cccnc1 (centres undefined)
6	35	4	-2	-2	-11	4	-3	1	O=S(=O)(Nc1nc2ccccc2nc1Nc1ccc2c(c1)OCCO2)c1cccs1

In another format: six of the compounds above.
molecule	FXIIa mix inh	CatL block	CatS inh	FXIa inh mix	CatB mix inh	C1s inh	CatB block	AP ELISA ortho	Cathepsin G inh
CCn1c(=O)cc(SCC(=O)N2CCN(Cc3ccc4c(c3)OCO4)CC2)c2ccccc21	1	25	13	3	1	1	5	11	8
Cn1c(/C(C#N)=C/Nc2ccccn2)nc2ccccc21	2	-25	-9	4	-2	-61	0	-14	0
CN(c1cccc(NC(=O)CCSc2ccccc2)c1)S(C)(=O)=O	8	-4	0	16	3	7	2	13	9
CC(CN1CCN(C)CC1)OC(=O)c1ccc(Cl)cc1 (centres undefined)	5	8	-2	4	0	-1	1	7	-3
COc1cc(OC)c2c(C)c(Cl)c(=O)oc2c1	-1	-101	-6	-22	-8	-64	-12	-3	-6
Cc1nc2sc(C(c3ccc(Cl)cc3)N3CCN(CCO)CC3)c(O)n2n1 (centres undefined)	8	-6	1	4	1	14	1	20	10

Continued.
FXIIa mix inh	CatL block	CatS inh	FXIa inh mix	CatB mix inh	C1s inh	CatB block	AP ELISA ortho	Cathepsin G inh	Compound
3	18	14	5	8	2	0	1	1	Cc1cc(C)nc(SCc2nnc(SCC(=O)Nc3ccc(C)c(C)c3)n2Cc2ccco2)n1
5	-1	14	1	5	-6	8	-1	-22	COc1cc(Br)cc(CN2CCN(C/C=C/c3ccccc3)CC2)c1O
7	17	14	7	2	-7	3	0	-4	COc1ccc(N=c2oc3c(OC)cccc3cc2C(=O)NCc2ccco2)cc1OC
6	20	12	17	5	-17	0	6	6	N#CCSc1nc2cc(C(=O)N3CCCC3)ccc2c(=O)n1Cc1ccccc1
2	.	-20	13	2	5	5	2	0	O=C(c1ccco1)N1CCN(C(=O)N2CCOCC2)CC1
2	6	8	10	-1	-3	4	11	0	Clc1ccccc1CN(Cc1ccccc1)c1ncnc2nc[nH]c12
2	7	-7	6	3	-2	-3	15	2	O=C(Nc1ccon1)c1csc2c1CCCC2
7	-57	-5	4	0	-27	-25	10	1	Cn1c(=N)c(S(=O)(=O)c2ccc(Cl)cc2)cc2c(=O)n3ccccc3nc21
-11	12	-4	7	4	8	4	17	10	CCOc1ccc(C2N(c3ccc(F)cc3)C(=O)C3CCCN32)cc1OC (centres undefined)
1	8	10	1	6	-27	4	3	-26	CC1(C)NC(=O)N(CC(O)COc2cccc(F)c2)C1=O (centres undefined)
11	.	0	-1	-3	6	1	24	12	CC(C)c1ccc2oc(=O)cc(CN3CCN(c4ccccc4)CC3)c2c1
4	.	9	12	4	16	3	-7	9	O=C(Nc1cc(C(=O)N2CCCC2)ccc1N1CCCC1)c1ccccc1
0	3	26	-2	4	-27	7	-13	-2	Cn1c(=O)c2c(nc(N3CCCCC3)n2CCSc2nc3ccccc3o2)n(C)c1=O
20	5	2	-2	4	12	0	-4	12	CCCC(=O)Nc1c(O)c2ccccc2[nH]c1=O
-1	3	0	4	3	-1	3	25	5	Cc1onc(-c2ccccc2Cl)c1C(=O)Nc1ccc(-c2nnc3n2CCCCC3)cc1
-8	13	-5	-2	3	15	4	3	7	Cc1cccc(-n2nnc(C(=O)NCc3ccccc3)c2N)c1
6	4	4	2	5	16	2	8	10	COC(=O)n1c(SC)nc2ccccc21
